Screening results (PubChem BioAssay)
Glioma ERSR ind – qHTS for Inducers of the Endoplasmic Reticulum Stress Response (ERSR) in Human Glioma: qHTS; U87-MG GRP78 promoter luciferase reporter, 16 h; Potency, µM, for the others: at the highest dose activation, most hits filed as activators; 0.02% of 420,000 active; AID 602332, 2012; also: potency is read from the fitted curve at half-maximal effect; series mostly up to about 76 µM; % of control where 0% means no effect; nearly all actives have a fitted effect of over 35% in size
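ERSR induction read as luciferase luminescence (Bright-Glo, 10 min at room temperature) in stably transfected human U87-MG glioma cells exposed to compounds for 16 h, using GRP78 as sensor.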
ERG Ets-DNA blk – qHTS for Small Molecule Inhibitors of the ERG Ets/DNA interaction; fluorescence polarization, His-ERG Ets domain / labelled DNA; Potency, µM (highest dose often 76.9 µM), for inactives: at the top dose FP activity, negative = inhibition, most hits filed as inhibitors; 0.028% of 370,000 active; AID 624246, 2012; active = well fitted inhibition curve with a large enough effect in the polarisation, with a control signal flat; inconclusive = small, poorly fitted or top-dose-only effect, or effect the other way, or a change in a side signal; inactive = no such curve, though single readings can be large or run the other way; the % refers to the polarisation;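 also: polarization taken with two DNA probes labelled with fluorescein and Texas red; potency is read from the fitted curve at half-maximal effect; % of control where 0% means no effect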
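His-tagged ERG Ets domain (1 uM in the protein solution; 300mM KCl, 50mM Tris-HCl, 1mM EDTA, 1mM DTT, pH 7.5) received compound, then a probe mix of 5 nM fluorescein-DNA and 100nM Texas-615-DNA. Fluorescence polarization was read for both dyes.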
Vif-A3F inh – qHTS for Inhibitors of Vif-A3F Interactions: qHTS | HeLa A3F-eYFP + Vif (tagged APOBEC3F with the HIV-1 protein that degrades it), YFP fluorescence increase | Potency, µM (doses to about 46.1 µM), for the others: top-dose activity, negative = active | 0.2% of 390,000 active; also: potency is read from the fitted curve at half-maximal effect; % of control where 0% means no effect; nearly all actives have a fitted effect of over 65% in size
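HeLa cells stably expressing A3F-eYFP plus Vif, plated and incubated overnight at 37 deg C, then exposed to compounds overnight at 37 deg C. Blocked degradation read as raised yellow fluorescence (Ex 488/Em 500-530).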
Vif-APOBEC3G blk – qHTS for Inhibitors of Vif-A3G Interactions: qHTS | AID 602310, 2012 | 0.076% of 410,000 active | Potency, µM (titrated, usually from 46.1 µM), for the others: at the top dose activity, negative = active, hits mostly inhibitors | HeLa A3G-eYFP + Vif (tagged APOBEC3G with the HIV-1 protein that degrades it), YFP fluorescence, overnight;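 also: potency is read from the fitted curve at half-maximal effect; % is scaled to controls: 0 for no effect and ±100 for the full control effect; nearly all actives have a fitted effect of over 60% in size; hits raise eYFP signal because A3G escapes Vif-driven loss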
Target sequence (Q9HC16 whole entry, looked up): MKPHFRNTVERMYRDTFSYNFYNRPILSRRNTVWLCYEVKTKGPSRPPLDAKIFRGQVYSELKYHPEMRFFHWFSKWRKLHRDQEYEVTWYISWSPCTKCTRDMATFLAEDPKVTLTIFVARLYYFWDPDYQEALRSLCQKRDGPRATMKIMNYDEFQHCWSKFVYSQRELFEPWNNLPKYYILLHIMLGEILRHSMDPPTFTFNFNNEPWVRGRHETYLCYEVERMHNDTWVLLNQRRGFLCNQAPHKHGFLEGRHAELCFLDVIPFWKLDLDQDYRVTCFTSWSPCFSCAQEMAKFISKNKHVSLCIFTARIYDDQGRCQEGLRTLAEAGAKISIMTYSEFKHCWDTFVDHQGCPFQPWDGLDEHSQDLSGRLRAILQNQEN
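HeLa cells stably expressing Vif and C-terminally eYFP-tagged A3G, seeded overnight at 37 deg C, then exposed to compound by pintool overnight at 37 deg C. Rise in yellow fluorescence (Ex 488/Em 500-530, Acumen) marks blocked Vif-driven A3G degradation.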
D2 antagonist – HTS Assay for Allosteric Antagonists of the Human D2 Dopamine Receptor: Primary Screen for Antagonists. D(2) dopamine receptor (Homo sapiens), P14416. HEK293 TREx D2 cells, calcium flux, dopamine EC80. 2% of 340,000 active. inhibition, % at 10 µM; in the data active = inhibition above about 30%; also: 0% is about no effect
Target sequence (P14416 whole entry, looked up): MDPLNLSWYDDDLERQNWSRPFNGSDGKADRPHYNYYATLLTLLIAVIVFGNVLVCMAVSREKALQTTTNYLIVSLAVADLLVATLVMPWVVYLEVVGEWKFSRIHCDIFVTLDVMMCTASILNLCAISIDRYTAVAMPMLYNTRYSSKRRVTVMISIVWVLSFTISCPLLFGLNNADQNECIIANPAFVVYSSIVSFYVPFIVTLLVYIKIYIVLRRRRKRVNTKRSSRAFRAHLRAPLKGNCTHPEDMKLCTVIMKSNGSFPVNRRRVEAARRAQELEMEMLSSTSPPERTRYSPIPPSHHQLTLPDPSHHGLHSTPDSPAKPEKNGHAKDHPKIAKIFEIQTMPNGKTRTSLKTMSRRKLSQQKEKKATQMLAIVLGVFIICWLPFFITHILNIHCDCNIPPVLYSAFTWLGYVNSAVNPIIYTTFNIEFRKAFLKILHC
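Calcium flux kinetic readout in an inducible HEK293 TREx D2 line plated overnight at 30 C. After 180 s compound exposure, an EC80 dopamine challenge follows with another 180 s kinetic read to detect antagonism.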
D2 agonist – HTS Assay for Allosteric Agonists of the Human D2 Dopamine Receptor: Primary Screen for Agonists. HEK293 T-REx D2 cells, calcium flux agonist mode. D(2) dopamine receptor (Homo sapiens), P14416. 0.53% of 340,000 active. activation, % at 2 µM;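 active = activation over 3 SD above normal in the single-dose calcium agonist read, cut at about 30% in these data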; also: 0% is about no effect
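Calcium-flux readout, 1 cycle/sec over 180 s following compound pin transfer, in inducible HEK293 Trex D2 cells (force-coupled); dopamine controls included. Positive calcium responses during this window marked compounds as potential agonists.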
LDHA inh – qHTS assay for inhibitors of human lactate dehydrogenase; activity change, % (values are at about 110 or 230 µM); L-lactate dehydrogenase A chain (Homo sapiens), P00338; purified LDHA, NADH/diaphorase-resazurin fluorescence; hits give low values; 0.15% of 480,000 active; in the data active = activity change below about -30%; inconclusive = mostly about -25% to -30%;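 also: plate controls were DMSO wells for no effect and wells without enzyme for full effect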
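Enzyme activity of human lactate dehydrogenase 5 (2 nM; 0.06 mM NADH, 0.2 mM pyruvate, 5 min, RT) is measured via a resazurin/diaphorase fluorescence readout of residual NADH.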
RGS4 inh – Inhibitors of Regulator of G Protein Signaling (RGS) 4: qHTS | Regulator of G-protein signaling 4 (Homo sapiens), P49798 | Transcreener GDP fluorescence polarization, RGS4-accelerated GTP hydrolysis | Potency, µM (series often up to 114 µM), without a hit: at the top dose activity change, negative = inhibition, hits mostly inhibitors | 0.039% of 390,000 active | AID 504845, 2011; also: potency is read from the fitted curve at half-maximal effect; % is scaled to controls: 0 for no effect and ±100 for the full control effect; nearly all actives have a fitted effect of over 75% in size; some results filed as inactive show a strong effect at the top dose
Target sequence (P49798 whole entry, looked up): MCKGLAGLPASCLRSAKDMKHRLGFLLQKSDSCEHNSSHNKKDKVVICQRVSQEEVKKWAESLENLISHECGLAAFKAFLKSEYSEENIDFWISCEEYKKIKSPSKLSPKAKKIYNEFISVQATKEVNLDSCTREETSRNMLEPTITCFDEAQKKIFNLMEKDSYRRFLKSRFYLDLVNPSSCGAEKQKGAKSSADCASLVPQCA
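MLSMR compounds (23 nl, pin-transferred) preincubated 10 min at room temperature with a 500nM (2x) first reagent, then RGS4 at 900nM (2x) plus Transcreener GDP mix added; fluorescence polarization (620/688 nm) read before and after 90 min at 30 °C.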
12-LOX inh – Primary qHTS assay for inhibitors of human arachidonate 12S-lipoxygenase (ALOX12): Round 2; purified 12hLO, xylenol orange hydroperoxide absorbance; 1.1% of 580,000 active; Potency, µM (series often up to 108 µM), for the others: at the highest dose activity change, negative = inhibition, actives largely listed as inhibitors; Polyunsaturated fatty acid lipoxygenase ALOX12 (Homo sapiens), P18054; also: potency is read from the fitted curve at half-maximal effect; % is scaled to controls: 0 for no effect and ±100 for the full control effect
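Purified human 12hLO (150 nM final) in 25 mM Hepes, 0.01% Triton X-100, pH 7.0 was preincubated 15 min at room temperature with compound. Then 40 uM arachidonic acid was added, 30 min. Hydroperoxide was read by Fe-XO absorbance ratio 573/405 nm.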
An asterisk follows results filed as active; ? = inconclusive; nt = not tested or not shown; [ ] = dose if it differs, or a comment. Unless noted, calls follow the shape of the dose curve; as a rule, active = well fitted curve in the direction sought with a large enough effect; inconclusive = small, poorly fitted or top-dose-only effect, or another doubt; inactive = no such curve, though single readings can be large; an effect the other way counts as inactive or inconclusive. A portion of the library; the hit share may differ from the screen's.

SMILES	Glioma ERSR ind	ERG Ets-DNA blk	Vif-A3F inh	Vif-APOBEC3G blk	D2 antagonist	D2 agonist	LDHA inh	RGS4 inh	12-LOX inh
Cc1cn(C2CC(O)C(CO)O2)c(=O)n(Cc2ccccc2)c1=O (stereo not drawn)	-1%	nt	0%	1%	nt	nt	-5	11%	-6%
CSc1ccccc1OCc1cc(C(=O)NC(C)Cn2cncn2)no1 (stereo not drawn)	1%	8%	-4%	-2%	-7	-2.0	1	-15%	5%
COc1ccc(NC(=O)Nc2nnc(SCC(=O)Nc3cccc(C)c3C)s2)cc1	1%	-1%	-25%	0%	nt	nt	-2	-24%	1%
CCS(=O)(=O)Nc1ccc(C2=NN(S(=O)(=O)CC)C(c3cccs3)C2)cc1 (stereo not drawn)	-1%	-14%	?	-6%	13	0.0	-2	7%	34%[activator]
Cn1cc(S(=O)(=O)NCc2ccc3c(c2)OCO3)c(C(F)(F)F)n1	4%	-6%	1%	0%	-13	0.4	-3	3%	?
Cc1cc(C)c2c(n1)SCC(=O)N2CC(=O)Nc1ccc(Br)c(C)c1	-6%	-9%	-4%	-2%	-3	-0.1	-9	-3%	-23%
CCOC(=O)C1CCCN(C(=O)Cn2nc(Cc3cccnc3)c3ccccc3c2=O)C1 (stereo not drawn)	-4%	-4%	2%	0%	26	0.7	-2	-6%	55%[activator]
CSCCC(NC(=O)c1ccc(Cl)cc1)C(=O)OCC(=O)Nc1cc(Cl)ccc1C (stereo not drawn)	0%	-7%	-10%	1%	-14	-1.0	0	-30%	?
COc1ccccc1C1CC(c2ccco2)=NN1S(C)(=O)=O (stereo not drawn)	-3%	15%	?	-15%	-11	-0.2	2	-51%	1%
OCCC1CN(Cc2cccn2-c2cccnc2)CCN1Cc1ccc(F)cc1 (stereo not drawn)	1%	-8%	-7%	1%	4	-1.0	0	-22%	-4%
COc1cccc(CC(=O)Nc2ncc(C)s2)c1	-1%	-11%	2%	-6%	23	-0.7	-6	15%	?
CCC(Cc1ccccc1)NC(=O)C1=C(C)C(=O)OC12CCC(C)CC2 (stereo not drawn)	-5%	-3%	7%	-4%	-11	0.1	-9	-14%	-2%
O=C(CN1C(=O)C2C3CCC(C3)C2C1=O)N1CCN(Cc2ccccc2)CC1 (stereo not drawn)	0%	-2%	1%	0%	-10	0.2	-11	21%	14%
O=C(CSc1nnc(-c2ccccc2)n1-c1ccccc1)NCc1ccco1	-2%	0%	-7%	1%	-7	-1.7	-10	-26%	4%
CCn1c(C)nnc1SCC(=O)Nc1ccc(C(C)=O)cc1	-7%	-1%	5%	-2%	-15	0.0	-5	-19%	13%
Cc1ccccc1NC(=O)c1ccc2nc(Cc3ccccc3)oc2c1	-2%	2%	-3%	-13%	nt	0.2	-1	3%	0%
O=C(Nc1ccc(Cl)cc1)C1=Cc2cc(Cl)ccc2OC1	-4%	1%	-3%	3%	21	2.5	-12	-3%	260%[activator]
CCCCC(=O)Nc1ccc(N2CCN(S(C)(=O)=O)CC2)cc1	2%	-5%	-16%	-1%	-16	-1.6	2	-13%	-12%
COc1ccc(C(=O)N/C(=C/c2cccnc2)C(=O)NCc2ccco2)cc1OC	-3%	12%	7%	1%	-9	0.5	-7	-25%	?
O=c1cc(-c2ccccc2)[nH]n1-c1nc2ccccc2s1	-1%	1%	5%	-8%	19	0.3	-9	-1%[11.4 µM]	0%
O=C(CSc1nnc(Cc2cc(=O)[nH]c(=O)[nH]2)n1-c1ccccc1)N1CCCC1	-2%	-12%	-8%	1%	-1	0.5	-6	-12%[56.9 µM]	?
CC(=O)c1c(OC(=O)c2ccc(C)cc2)c2ccccc2n1C	2%	nt	-2%	-8%	-13	0.1	-3	3%	2%
CCOc1ccc(CCNC(=O)c2cccc(Nc3nc4ccccc4nc3-n3nc(C)cc3C)c2)cc1OCC	-4%	1%	2%	-1%	nt	0.9	-14	-23%	-8%
CC(C)(C)c1ccc(C(=O)CC(Sc2ccc(Cl)cc2)C(=O)O)cc1 (stereo not drawn)	?	-2%	-2%	?	-29	0.3	-8	?	?
COc1ccc(C(=O)Nc2cccc(-c3ccc4nncn4n3)c2)cc1OC	0%	1%	-4%	1%	-21	-0.3	-1	-16%	-3%
CC(C)CC(N=C1NC(C)(C)Cc2ccccc21)C(=O)O (stereo not drawn)	-7%	1%	-6%	-7%	-23	-0.4	-3	-7%	27%
Cc1cc(C)c(S(=O)(=O)Nc2ccc(-c3ccc(N4CCCCC4)nn3)cc2)c(C)c1	-3%	3%	3%	0%	nt	0.6	6	-41%	-9%
O=C(CS(=O)(=O)c1cn(CC(=O)N2CCOCC2)c2ccccc12)Nc1ccccc1	-2%	-10%	-10%	2%	-10	0.3	-4	-2%	16%
O=C1NC[C@@H](Cc2ccc(O)cc2)N(CCc2cccc3ccccc23)C1=O	-5%	-10%	5%	-5%	-11	-1.3	-3	13%	-51%
N#Cc1ccc(Oc2cnccn2)cc1	-1%	-5%	14%	2%	12	0.7	0	-3%	-4%

Other records
| Structure | Glioma ERSR ind | ERG Ets-DNA blk | Vif-A3F inh | Vif-APOBEC3G blk | D2 antagonist | D2 agonist | LDHA inh | RGS4 inh | 12-LOX inh |
| --- | --- | --- | --- | --- | --- | --- | --- | --- | --- |
| O=C(c1cc2ccccc2o1)N1CCN(c2cccc(C(F)(F)F)c2)CC1 | 0% | 0% | -5% | -3% | -3 | 0.5 | -8 | -11% | 0% |
| COc1ccc2c(c1)cc(C(=O)N[C@H](C(=O)N1CCC(C(=O)O)CC1)C(C)C)n2C | -4% | 5% | -1% | 5% | nt | nt | 1 | -1% | 7% |
| CCN(CC)c1nc(N)c([N+](=O)[O-])c(NCCO)n1 | -4% | -4% | 2% | -4% | -2 | 2.8 | -1 | 1% | -16% |
| Cc1cc(=O)oc2cc(OC(=O)c3nn(C(C)C)c(=O)c4ccccc34)ccc12 | -1% | 6% | -3% | -2% | -3 | -0.8 | -7 | -30% | -5% |
| COc1ccc(CN(C)Cc2c(O)ccc3ccccc23)cc1 | 2% | -6% | 1% | 0% | -25 | -1.2 | 6 | -2% | 10µM* |
| Nc1nc(N)nc(-c2cc(C(F)(F)F)ccc2Cl)n1 | -2% | -10% | 4% | 3% | 11 | 0.7 | -6 | 9% | 0% |
| COc1ccc(NC(=O)c2oc3ccccc3c2C)c(OC)c1 | 2% | -4% | -10% | 1% | nt | nt | -4 | -21% | -5% |
| CN(C)c1ccc(C(=O)c2ccccc2C(=O)O)cc1[N+](=O)[O-] | -3% | -3% | 15% | -9% | -4 | 1.3 | -10 | 14% | -11% |
| Cc1cc(C)cc(-n2ccnc2SCC(=O)Nc2nc3ccccc3s2)c1 | 1% | 3% | -3% | -4% | nt | -0.3 | -11 | 1% | -5% |
| Cc1ccccc1NC(=O)CSc1nnc2ccc(-c3ccccn3)nn12 | -2% | 0% | ? | -1% | -22 | 1.3 | -2 | -31% | -19% |

In the list so far, these contain a COOH group.
| Structure | Glioma ERSR ind | ERG Ets-DNA blk | Vif-A3F inh | Vif-APOBEC3G blk | D2 antagonist | D2 agonist | LDHA inh | RGS4 inh | 12-LOX inh |
| --- | --- | --- | --- | --- | --- | --- | --- | --- | --- |
| CC(C)(C)c1ccc(C(=O)CC(Sc2ccc(Cl)cc2)C(=O)O)cc1 (stereo not drawn) | ? | -2% | -2% | ? | -29 | 0.3 | -8 | ? | ? |
| CC(C)CC(N=C1NC(C)(C)Cc2ccccc21)C(=O)O (stereo not drawn) | -7% | 1% | -6% | -7% | -23 | -0.4 | -3 | -7% | 27% |
| COc1ccc2c(c1)cc(C(=O)N[C@H](C(=O)N1CCC(C(=O)O)CC1)C(C)C)n2C | -4% | 5% | -1% | 5% | nt | nt | 1 | -1% | 7% |
| CN(C)c1ccc(C(=O)c2ccccc2C(=O)O)cc1[N+](=O)[O-] | -3% | -3% | 15% | -9% | -4 | 1.3 | -10 | 14% | -11% |
